# SENP6 inh: SENP6 protease inhibitors, primary screen, biochemical, luminescence, uHTS. Sentrin-specific protease 6 (Homo sapiens), Q9GZR1. Recombinant SENP6 catalytic domain, aminoluciferin luminescence. inhibition, % at 10 µM. 1.8% of 330,000 active. AID 2599, 2010;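 active means inhibition above about 50% at the single tested dose, limit read from the data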;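 further: plate controls were DMSO wells with enzyme for no effect and DMSO wells lacking enzyme for full effect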
# Target sequence (Q9GZR1 628-1112 limits assumed): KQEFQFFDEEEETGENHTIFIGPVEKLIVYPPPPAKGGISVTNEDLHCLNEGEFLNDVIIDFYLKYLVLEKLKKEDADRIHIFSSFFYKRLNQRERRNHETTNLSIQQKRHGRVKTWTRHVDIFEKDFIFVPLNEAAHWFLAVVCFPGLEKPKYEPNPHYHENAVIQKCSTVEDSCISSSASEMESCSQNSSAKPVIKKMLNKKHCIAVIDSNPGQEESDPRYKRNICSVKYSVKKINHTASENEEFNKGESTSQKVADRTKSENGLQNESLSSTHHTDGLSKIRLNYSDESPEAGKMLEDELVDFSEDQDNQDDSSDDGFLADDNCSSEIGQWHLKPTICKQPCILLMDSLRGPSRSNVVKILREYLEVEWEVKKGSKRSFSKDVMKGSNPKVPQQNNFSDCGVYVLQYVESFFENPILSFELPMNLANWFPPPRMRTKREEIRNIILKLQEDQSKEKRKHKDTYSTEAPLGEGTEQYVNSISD
# UBC13 inh: UBC13 polyubiquitin chain formation inhibitors, primary screen, biochemical, TR-FRET, uHTS. inhibition, % at 20 µM. Ubiquitin-conjugating enzyme E2 N (Homo sapiens), P61088. 0.47% of 330,000 active; in the data active means inhibition above about 45%, passing the limit was not always enough
# Target sequence (P61088 whole entry, looked up): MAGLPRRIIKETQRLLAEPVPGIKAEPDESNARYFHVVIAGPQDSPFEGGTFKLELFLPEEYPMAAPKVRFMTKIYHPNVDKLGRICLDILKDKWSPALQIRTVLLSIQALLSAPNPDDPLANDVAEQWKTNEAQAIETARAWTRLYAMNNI
# SENP1 inh: human SENP1 catalytic domain inhibitors, primary screen, biochemical, FRET, uHTS | inhibition, % at 10 µM | recombinant SENP1 catalytic domain, CyPet-SUMO1-YPet FRET cleavage | 0.21% of 360,000 active | AID 624204, 2012;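 active means inhibition at least 30% at 10 µM, raw YFP signal under a set limit, fluorescence ratio 0.5 to 1.5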;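 further: 0% = enzyme with DMSO and 100% = no enzyme wells; some results filed as inactive read as strong as hits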
#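 Material – human SENP1 catalytic domain · Input – SENP1 enzyme, 20 pM final · Compound dosing – single concentration of 10 µM compound, 0.5% DMSO final · Timing – enzyme reaction for 50 min at room temperature, dark · Measured by – FRET fluorescence in CFP and YFP emission channels · Control set – no-enzyme wells low, DMSO-plus-enzyme wells high control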
# APOBEC3G inh: APOBEC3G DNA deaminase inhibitors, primary screen, biochemical, fluorescence, single-stranded DNA substrate, uHTS; recombinant A3G, ssDNA deamination FAM/TAMRA fluorescence; DNA dC->dU-editing enzyme APOBEC-3G (Homo sapiens), Q9HC16; 0.28% of 330,000 active; inhibition, % at 20 µM; AID 493012, 2011;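 active means inhibition of at least 40% at 20 µM, with no more than 30% in the related APOBEC3A deaminase screen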;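 further: plate controls were DMSO wells with A3G for no effect and wells lacking A3G enzyme for full effect; some compounds called inactive have numbers as strong as hits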
# Target sequence (Q9HC16 whole entry, looked up): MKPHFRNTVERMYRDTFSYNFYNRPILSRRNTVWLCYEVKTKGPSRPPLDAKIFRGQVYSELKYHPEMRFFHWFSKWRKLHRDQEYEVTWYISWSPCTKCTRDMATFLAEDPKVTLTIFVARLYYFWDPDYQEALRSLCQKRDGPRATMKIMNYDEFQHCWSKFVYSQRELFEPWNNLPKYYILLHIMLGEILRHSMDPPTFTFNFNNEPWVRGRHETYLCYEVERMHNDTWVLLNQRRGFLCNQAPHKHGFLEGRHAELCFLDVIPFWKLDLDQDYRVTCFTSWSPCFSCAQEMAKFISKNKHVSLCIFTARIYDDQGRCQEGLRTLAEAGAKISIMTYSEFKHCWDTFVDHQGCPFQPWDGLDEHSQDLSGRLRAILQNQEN
# SENP7 block: SENP7 protease inhibitors, primary screen, biochemical, luminescence, uHTS | Sentrin-specific protease 7 (Homo sapiens), Q9BQF6 | recombinant SENP7, Z-RLRGG-aminoluciferin luminescence, 40 min | inhibition, % at 5 µM | 1.5% of 330,000 active | AID 434973, 2010;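 active means inhibition above about 50% at the single test dose, limit read from the data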;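 further: plate controls were DMSO with enzyme for no effect and no enzyme buffer wells for full effect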
# SENP8 block-1: human SENP8 protease inhibitors, primary screen, biochemical, fluorescence, Nedd8 protein substrate, uHTS; Sentrin-specific protease 8 (Homo sapiens), Q96LD8; recombinant SENP8; inhibition, % at 20 µM; 0.64% of 360,000 active; AID 602440, 2012; in the data active means inhibition mostly above about 40%, no sharp cut-off; inactive means mostly below about 27%
# SENP8 block-2: SENP8 protease inhibitors, primary screen, biochemical, luminescence; Sentrin-specific protease 8 (Homo sapiens), Q96LD8; purified SENP8, Z-RLRGG-aminoluciferin cleavage; inhibition, % at 10 µM; 1.2% of 330,000 active; AID 2540, 2010; in the data active means inhibition above about 50%
# Apaf-1 inh: inhibitors of human Apaf-1 apoptosome, primary screen, biochemical, DEVD-Rh110 fluorescence, uHTS; Apoptotic protease-activating factor 1 (Homo sapiens), O14727; reconstituted apoptosome caspase-3 activity; inhibition, % at 20 µM; 0.71% of 330,000 active; AID 489030, 2010; active means inhibition of at least 40% at 20 µM;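 further: plate controls were DMSO wells for no effect and DEVD-CHO caspase inhibitor wells for full effect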
#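 Assay system: Apoptosome proteins | Medium: pH 7.5 Hepes buffer with CHAPS, BSA, DTT | Also added: Cytochrome c and DEVD-Rh110 substrate | Times: 30 min plus 50 min, RT | Detection: Rhodamine 110 fluorescence at Ex 480/Em 540 nm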
# An asterisk follows results filed as active; . = not tested or not shown. No enrichment for hits, and some 3.6% of all compounds hit somewhere here.
SMILES	SENP6 inh	UBC13 inh	SENP1 inh	APOBEC3G inh	SENP7 block	SENP8 block-1	SENP8 block-2	Apaf-1 inh
O=[N+]([O-])c1ccc(N2CCN(Cc3ccc([N+](=O)[O-])o3)CC2)cc1	11	-20	-3	1	6	18	0	2
O=C(Cc1cccs1)N1CCN(S(=O)(=O)c2cc(Cl)ccc2Cl)CC1	-21	-9	2	-6	-15	4	-15	14
O=C(Nc1cccc(S(=O)(=O)NC2=NCCC2)c1)c1ccc(C(F)(F)F)cc1	-4	14	1	-6	6	7	1	-2
Cc1ccc(C2=NS(=O)(=O)N(C)C(C(=O)NC3CCCC3)=C2)cc1	3	-5	-1	-4	-5	-63	4	-1
COc1ccc(COC(=O)c2ccc(S(=O)(=O)N3CCCCC3)cc2)cc1OC	-19	1	2	-8	-3	16	-10	1
Cc1ccc(-n2nc(C)c3c2OC(N)=C(C#N)C3c2cccs2)cc1 (stereo unspecified)	8	-27	1	-6	3	2	0	15
COc1ccc(C2c3c(ccc4ccccc34)Oc3ncn4nc(CO/N=C/c5ccccc5)nc4c32)cc1 (stereo unspecified)	-2	1	1	3	15	5	2	11
COc1ccc(NC(=O)c2ccco2)cc1NC(=O)c1cccc(OC(C)C)c1	-2	9	1	-2	3	30	6	8
CC1(C)CC(=O)C2=C(C1)NC1=C(C(=O)c3ccccc31)C2c1cc([N+](=O)[O-])ccc1O (stereo unspecified)	1	-40	4	-7	-3	31	0	-7
Cc1cc(C)n(CC(=O)n2c(C)c(C)c3ccccc32)n1	4	-8	1	-4	-14	19	-4	7
CC(=O)Nc1ccccc1/C=C/c1ccc2c(C)cc(C)c(O)c2n1	0	-12	1	-5	0	10	-2	2
CCN(CC(=O)NCc1cccs1)C(=O)c1ccc(S(=O)(=O)N(CC)c2ccccc2)cc1	4	3	1	-1	2	6	-4	0
CC(=O)c1cc2c(cc1NC(=O)C1CC=CCC1C(=O)O)OCO2 (stereo unspecified)	-15	6	0	0	0	-208	1	4
CC1=Nc2cc(C(=O)N3CCCC3)ccc2Sc2ccc(C)cc21	1	-7	4	-3	6	20	-14	10
O=C(NCCS(=O)(=O)NCc1ccccc1)c1ccccc1	-10	0	-1	-9	4	10	-5	0
C#CCOCCOCCOCCNc1nc(N2CCN(C(=O)[C@H](Cc3ccc(O)cc3)n3cc(CCO)nn3)CC2)nc(N2CCN(C(=O)[C@H](Cc3ccc(O)cc3)n3cc(CCO)nn3)CC2)n1	0	0	.	-1	3	.	6	5
COc1ccc(-c2noc(CCCC(=O)NC3CCCC3)n2)cc1	-34	-4	0	-9	-11	2	-8	7
Cc1ccc(-c2cc(C(=O)N3CCC(C)CC3)c3ccccc3n2)cc1	3	-6	1	-5	-13	-23	-10	24
O=C(Nc1cccc(S(=O)(=O)N2CCOCC2)c1)C1CCCN(C(=O)c2ccc(Cl)cc2)C1 (stereo unspecified)	7	4	2	-6	5	3	5	-23
CC(=O)Cc1nsc(NC(=O)c2ccc(Cl)cc2Cl)n1	-13	4	2	-5	-3	10	2	-1
CC(NC(=O)c1ccc2c(c1)OCCO2)c1ccc(S(N)(=O)=O)cc1 (stereo unspecified)	10	3	1	2	7	10	-5	2
Fc1ccc(-c2csc(Nc3ccccn3)n2)c(F)c1	87*	7	1	-5	86*	-3	87*	8
O=C(COc1ccccc1Cl)NNC(=O)Cn1[nH]c(=O)c2ccccc2c1=O	-12	2	2	-8	-3	12	7	-10
O=C(Nc1ccc(F)c(F)c1)C1CCCN1S(=O)(=O)c1ccc(F)cc1 (stereo unspecified)	5	5	2	-9	-5	1	-4	-4
Cc1cc(C)cc(NC2=NCC(=O)N2Cc2ccccc2)c1	2	6	-2	5	4	20	-3	7
Cc1ccccc1OCc1nnc(SCC(=O)NCc2ccccc2)n1C	-8	4	-1	-3	-5	28	-5	3
CCN1CCN(CCCNC(=O)C2c3ccccc3C(=O)N(C)C2c2ccc(OC)cc2)CC1 (stereo unspecified)	-10	9	0	-6	2	8	-5	1
COc1ccccc1NS(=O)(=O)c1ccc(C)c(C(=O)NCc2cccnc2)c1	-15	-5	1	-3	-1	2	-11	1
Cn1cccc1/C=C1\CC(C(C)(C)C)C/C(=C\c2cccn2C)C1=O (stereo unspecified)	19	-107	-25	-34	9	14	3	34
Cc1ccc(/C=C(\C#N)C(=O)Nc2cccc3ncccc23)o1	-57	-12	-97	28	-3	-47	-7	-6
O=C(Cc1ccccc1)Nc1cc([N+](=O)[O-])ccc1N1CCOCC1	1	-16	1	-14	-6	22	-4	2
COCCC(=O)N1CCC(Oc2ccc(C(=O)N3CCCCCCC3)cc2)CC1	0	0	0	-5	-3	17	10	3
CCc1nnc(NC(=O)CSc2nnc(-c3ccco3)n2C)s1	-1	7	1	-3	0	21	2	-9
Cc1nc2ccccc2n1C1CC(=O)N(N(C)C)C1=O (stereo unspecified)	1	3	2	-5	-5	8	-7	-16
Cc1cccc(C2c3[nH]c4ccccc4c3CCN2C(=O)c2ccc(=O)[nH]c2)n1 (stereo unspecified)	6	-2	-1	-1	4	0	-3	-3
O=C(NCC1CCCO1)c1cc(-c2ccccc2)nc2ccc(Br)cc12 (stereo unspecified)	8	-29	-1	4	-4	13	1	21
Cc1ccc(O)c(/C=N/NC(=O)Cc2ccc(Cl)cc2)c1	12	11	-17	-4	-7	-282	15	1
C[C@H](C(=O)CC(=O)OC(C)(C)C)[C@H](O)c1ccccc1	-6	3	0	-7	-3	3	-1	-6
CCOc1ccc(NC(=O)CN(C)C(=O)CCN2C(=O)C3CC=CCC3C2=O)cc1OCC (stereo unspecified)	-4	9	1	-9	8	5	-2	-11
COCc1cc(C)nc(SCC(=O)Nc2cccc(C)c2)c1C#N	-4	8	1	-1	-5	4	-4	9
CCOc1ccc(CNC(=O)c2ccc(NC(=O)C3=CSCCO3)cc2)cc1	-3	-11	2	10	6	-2	10	2
CC(=O)c1ccc(OC(=O)C(CCS(C)(=O)=O)N2C(=O)c3ccccc3C2=O)cc1 (stereo unspecified)	-4	6	1	-2	9	22	6	-14
Cc1cc2cc(C)c(SCC(=O)NCc3ccco3)nc2cc1C	-11	20	2	-4	7	5	-2	8
COc1cc(SC#N)ccc1N=Cc1c(C)[nH]n(-c2ccc(C)c(C)c2)c1=O	5	-18	65	-6	2	26	3	-2
C=CCOc1nc2c(c(=O)n(C)c(=O)n2C)n1Cc1ccc(Cl)cc1Cl	1	-5	1	-7	-7	6	-7	4
N#C/C(=N\Nc1cccc2ccccc12)c1nnc2n1CCCCC2	-2	-23	6	-5	-14	17	-11	15
COc1cc(C#N)ccc1OCC(=O)N1CCc2ccccc2C1	-15	5	-1	-9	-8	3	-1	-2
O=C(COC(=O)CNC(=O)C1CCCCC1)Nc1ccc(Cl)cn1	-18	-13	-3	-8	-13	-9	-9	11
CCCn1c2ccc(C)cc2c2n[nH]c(=S)nc21	-10	-17	0	-3	-2	22	0	5
O=c1cc(Cl)c2ccccc2n1-c1ccccc1	-18	12	0	-9	-11	-15	-1	3
Cc1[nH]c(C)c2c(=O)n(-c3ccccc3)ncc12	4	-8	-34	-11	-14	-76	-6	9
O=C(Nc1ccc(Cl)cc1)c1cccs1	-17	8	1	-5	46	30	10	5
COc1cc(-c2cccs2)cc(=O)c2c(C)oc(C)c12	-16	-19	2	13	-11	-13	-8	-2
Fc1ccccc1NC(=S)N1CCN(C/C=C/c2ccccc2)CC1	5	14	1	-10	-1	6	-2	4
O=S(=O)(NCc1ccc(F)cc1)c1cc(Br)ccc1Br	2	17	2	-3	-5	8	7	11
CCc1cccc(NC(=O)c2sc3nc4n(c(=O)c3c2C)CCC4)c1	-3	2	-1	-1	0	-12	-3	1
CCOC(=O)C1=C(N)n2c(s/c(=C/c3ccccc3)c2=O)=C(C(=O)OCC)C1c1ccccc1 (stereo unspecified)	3	4	.	-10	-6	.	-2	-3
CCn1c(SCC(=O)NCc2ccco2)nnc1C(C)C	-2	-4	-2	0	-2	16	1	-1
CCCCn1c(N)c(N(CCC(C)C)C(=O)c2ccc(N3CCCC3=O)cc2)c(=O)[nH]c1=O	-25	6	-11	-1	3	-32	-2	6
CCOc1ccc(C2/C(=C(\O)c3cccc(OC)c3)C(=O)C(=O)N2c2cc(C)on2)cc1OC (stereo unspecified)	7	-6	-4	1	2	25	6	3

# By substructure, the compounds so far containing bromine
SMILES	SENP6 inh	UBC13 inh	SENP1 inh	APOBEC3G inh	SENP7 block	SENP8 block-1	SENP8 block-2	Apaf-1 inh
O=C(NCC1CCCO1)c1cc(-c2ccccc2)nc2ccc(Br)cc12 (stereo unspecified)	8	-29	-1	4	-4	13	1	21
O=S(=O)(NCc1ccc(F)cc1)c1cc(Br)ccc1Br	2	17	2	-3	-5	8	7	11

# Back to the main list, repeating the four entries before the break.
SMILES	SENP6 inh	UBC13 inh	SENP1 inh	APOBEC3G inh	SENP7 block	SENP8 block-1	SENP8 block-2	Apaf-1 inh
CCOC(=O)C1=C(N)n2c(s/c(=C/c3ccccc3)c2=O)=C(C(=O)OCC)C1c1ccccc1 (stereo unspecified)	3	4	.	-10	-6	.	-2	-3
CCn1c(SCC(=O)NCc2ccco2)nnc1C(C)C	-2	-4	-2	0	-2	16	1	-1
CCCCn1c(N)c(N(CCC(C)C)C(=O)c2ccc(N3CCCC3=O)cc2)c(=O)[nH]c1=O	-25	6	-11	-1	3	-32	-2	6
CCOc1ccc(C2/C(=C(\O)c3cccc(OC)c3)C(=O)C(=O)N2c2cc(C)on2)cc1OC (stereo unspecified)	7	-6	-4	1	2	25	6	3
N#CC1=C(N)Oc2cc(N)ccc2C1c1ccsc1 (stereo unspecified)	2	-4	-25	1	12	-22	4	2
COc1cccc(NC(=O)CN(C)CC(=O)Nc2ccc3c(c2)CCC3)c1	-11	7	6	-8	10	10	0	2
CCOc1ccc(C(=O)CCC(=O)N(CC)CC(=O)Nc2c(F)cccc2F)cc1	-6	0	0	-3	-8	-20	9	5
COc1ccc(-n2nnnc2SCc2nc(N)nc(N3CCOCC3)n2)cc1	0	-10	2	-6	-7	18	-8	14
CCc1nnc(SCC(=O)Nc2nc(C)c(C(=O)N(C)C)s2)n1CC	10	-6	1	-7	9	9	-7	-11
CN(C)/C(=N\S(=O)(=O)c1ccccc1)c1ccc([N+](=O)[O-])cc1	-9	-8	3	-8	-9	14	-6	5
COC(=O)[C@@](C)(O)C1(C(=O)SC(C)(C)C)CC1	-6	1	-1	-6	4	-8	-1	4
O=[N+]([O-])c1ccc(N2CCCCCC2)c(S(=O)(=O)N2CCCCC2)c1	-16	-12	-1	-7	-3	35	-5	25

# Source: PubChem
